Screening data (PubChem)
PTHR1 ag – activates the human parathyroid hormone receptor PTHR1; Q03431; HEK293 GP2 PTHR1 cells, GloSensor cAMP luminescence, 1 h; Potency, µM (doses to about 115 µM), without a hit: at the highest dose activation, usual class: activators; hit rate 0.075% among 410,000; AID 743266; note: potency is the fitted concentration of half-maximal effect; nearly all actives have a fitted effect of over 55% in size; some results filed as inactive show a strong effect at the top dose; inactives centre near -15; many of its hits are not listed in these tables
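HEK-293-derived GP2 cells expressing PTHR1 and a GloSensor cAMP reporter, 3,000/well, plated overnight, given luciferin plus IBMX (each 0.5 mM as added) for 1 h at 37 °C, then compound for 1 h at 37 °C. Luminescence was read after 15 min at room temperature.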
PI5P4K alpha inh – PI5P4K alpha (human) kinase inhibition | hit rate 1.2% among 330,000 | AID 652105 | max response, % | PI5P4Kalpha enzyme, ADP-Glo luminescence, 60 min; hits give low values | P48426; active = max response of -50% or lower; inconclusive = between -30% and -50%; inactive = -30% or higher; note: value at the top dose of about 77 µM; % is set by controls: 0 for no effect and ±100 for the full control effect
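Quantitative HTS of the MLSMR library against PI5P4Kalpha with substrate. ATP added last at 5 microM final; room temperature, 60 minutes. Remaining ATP depleted, ADP converted and read as luminescence.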
IL-2 act – IL-2 activation | IL-2 activation reporter assay, cell-based qHTS; stimulated with anti-CD3/CD4/CD28 beads; in transgenic mouse T cells | activation, % (series mostly up to about 46 µM) | hit rate 0.065% among 360,000 | AID 652025; in the data active = activation above about 50%; inconclusive = mostly about 30% to 49%; note: 0% is about no effect
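Unstimulated transgenic mouse T cells preincubated 60 min with compound, then stimulated with anti-CD3/anti-CD4-coated beads plus anti-CD28 for 18 h at 37 degrees C. IL-2 response read as EGFP and DsRed fluorescence by plate cytometry.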
GLP1R inv ag – GLP-1 receptor (human) inverse agonism; P43220; HEK293 GLP-1R CRE-luciferase, luminescence, 24 h; GLP-1R form is constitutively active; Potency, µM (highest dose often 38.3 µM), for the others: at the highest dose activity change, negative = inhibition, most hits filed as inhibitors; hit rate 1.6% among 410,000; AID 624417; note: potency is the fitted concentration of half-maximal effect; % is set by controls: 0 for no effect and ±100 for the full control effect; nearly all actives have a fitted effect of over 55% in size
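Stable HEK293 clone (constitutively active GLP-1R + cAMP-response luciferase); 200 cells/uL plated, 12 h pre-culture, compound 24 hr, 37 deg C/5% CO2; detection reagent 12 min RT; luminescence.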
GLP1R ag – activates the human GLP-1 receptor; P43220; HEK293 GLP-1R CRE-luciferase, luminescence, 4-6 h; cells express a hypersensitive GLP-1R form; Potency, µM (titrated, usually from 45.6 µM), for inactives: top-dose activation, actives largely listed as activators; hit rate 0.007% among 380,000; AID 624172; note: potency is the fitted concentration of half-maximal effect; % of control where 0% means no effect
PLK1 PBD block – PLK1 (human) polo-box domain binding inhibition. Plk1 PBD binding of FITC phosphopeptide, fluorescence polarization. hit rate 2.8% among 360,000. AID 720504. P53350. Potency, µM, without a hit: max response, negative = inhibition, usual class: inhibitors; note: potency is the fitted concentration of half-maximal effect; series mostly up to about 57 µM; % is set by controls: 0 for no effect and ±100 for the full control effect; nearly all actives have a fitted effect of over 65% in size
HEK293 tox – cytotoxicity counter-screen for GLP-1 receptor inverse agonists. hit rate 0.13% among 410,000. HEK293 cAMP-luciferase reporter cells, luminescence, 24 h. Potency, µM (highest dose often 38.3 µM), for the others: at the top dose activity change, negative = inhibition, actives largely listed as inhibitors;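 note: loss of luciferase light is scored as toxicity; potency is the fitted concentration of half-maximal effect; % is set by controls: 0 for no effect and ±100 for the full control effect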
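Seeding density was 200 cells/uL; after overnight-length (12 h) culture, 23 nL compounds went on for 24 h at 37 °C. Readout used a luciferase detection reagent, luminescence taken after 12 min at room temperature.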
EPAC1 antag – EPAC1 (human) antagonism; EPAC1 GEF assay, Rap1b-BODIPY-GDP exchange fluorescence; Potency, µM (doses to about 115 µM), for the others: at the top dose activity change, negative = inhibition, actives largely listed as inhibitors; hit rate 0.14% among 360,000; O95398; AID 720709;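 note: potency is the fitted concentration of half-maximal effect; plate controls were vehicle for no effect and positive control for full effect; nearly all actives have a fitted effect of over 50% in size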
Target sequence (O95398 whole entry, looked up): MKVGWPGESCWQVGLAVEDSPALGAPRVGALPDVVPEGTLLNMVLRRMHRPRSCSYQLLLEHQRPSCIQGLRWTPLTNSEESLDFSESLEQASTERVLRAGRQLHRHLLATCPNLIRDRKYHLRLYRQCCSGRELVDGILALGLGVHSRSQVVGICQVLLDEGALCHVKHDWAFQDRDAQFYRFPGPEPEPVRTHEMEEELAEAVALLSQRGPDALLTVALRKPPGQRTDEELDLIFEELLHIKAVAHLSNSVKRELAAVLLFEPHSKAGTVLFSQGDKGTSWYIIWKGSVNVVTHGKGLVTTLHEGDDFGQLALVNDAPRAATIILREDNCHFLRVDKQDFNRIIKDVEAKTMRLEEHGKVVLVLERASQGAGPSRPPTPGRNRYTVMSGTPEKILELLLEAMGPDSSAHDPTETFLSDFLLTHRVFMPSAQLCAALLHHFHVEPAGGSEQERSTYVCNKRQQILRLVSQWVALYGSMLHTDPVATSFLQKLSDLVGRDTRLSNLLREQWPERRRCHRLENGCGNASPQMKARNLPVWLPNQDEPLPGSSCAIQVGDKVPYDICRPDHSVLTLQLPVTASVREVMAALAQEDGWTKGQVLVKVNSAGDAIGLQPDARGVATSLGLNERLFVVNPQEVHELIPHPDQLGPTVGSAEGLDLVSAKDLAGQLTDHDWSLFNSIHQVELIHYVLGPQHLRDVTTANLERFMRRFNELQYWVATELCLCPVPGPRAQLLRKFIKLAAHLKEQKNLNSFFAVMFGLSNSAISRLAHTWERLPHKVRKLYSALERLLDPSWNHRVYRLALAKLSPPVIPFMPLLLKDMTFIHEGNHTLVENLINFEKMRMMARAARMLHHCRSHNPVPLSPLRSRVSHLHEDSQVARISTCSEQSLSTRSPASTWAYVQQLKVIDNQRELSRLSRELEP
EPAC1 ag – agonists of human EPAC1; Potency, µM (highest dose often 154 µM), without a hit: top-dose activation, usual class: activators; EPAC1 agonist qHTS, biochemical assay; response scale: 100% = response to 6.5 mM cAMP; hit rate 0.073% among 360,000; O95398; note: potency is the fitted concentration of half-maximal effect; nearly all actives have a fitted effect of over 60% in size
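Read-out is the fluorescence drop as BODIPY-GDP leaves Rap1B (480 nm excitation, 540 nm emission), recorded every 5 minutes over 30 minutes. Reactions held 100 nM EPAC1, 250 nM Rap1B–BODIPY-GDP and 50 uM GDP, with 6.5 mM cAMP setting full activation.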
The depositor's hits bear a star; i = inactive; u = inconclusive; x = not tested or not shown; & = joins results of further samples; [ ] = remark or other dose. Unless noted, calls come from the whole dose curve; as a rule, active = well fitted curve in the direction sought with a large enough effect; inconclusive = small, poorly fitted or top-dose-only effect, or another doubt; inactive = no such curve, though single readings can be large; an effect the other way counts as inactive or inconclusive.

SMILES	PTHR1 ag	PI5P4K alpha inh	IL-2 act	GLP1R inv ag	GLP1R ag	PLK1 PBD block	HEK293 tox	EPAC1 antag	EPAC1 ag
COc1ccc(Br)cc1CN1CCSCC1	-6.5%	6.5	-0.7	u	8.7%	-6.8%	-2.6%	-15.9%	-6.2%
Cc1ccc(NC(=O)C2CCCN(S(=O)(=O)c3cccc4nonc34)C2)cc1 (stereo not drawn)	-1.1%	0.3	0.5	16.3%	7.1%	0.3%	-9.4%	-18.6%	-5.7%
CNC[C@H]1OCCCC[C@H](C)Oc2ccc(NC(=O)CCCN(C)C)cc2C(=O)N([C@H](C)CO)C[C@@H]1C	-22.0%	-1.1	7.3	2.8%	-3.5%	8.9%	-7.9%	14.8%	-8.1%
CCCS(=O)(=O)N1CCC(C(=O)NCC2CCCO2)CC1 (stereo not drawn)	-22.5%[57.5 µM]	-0.6	1.2	19.6%	-5.7%	2.9%	-1.1%	8.2%	0.5%
CCN(CC)CCCC(C)n1c(C)cc(C(=O)NS(=O)(=O)c2ccc(C)cc2)c1C (stereo not drawn)	i	3.2	-3.7	-10.6%	-3.6%	0.7%	-3.1%	7.3%	14.5%
CC(=O)CC(C)(C)Nc1nc2ccc([N+](=O)[O-])cc2o1	-16.1%	-5.5	-0.3	-2.0%	24.6%	-7.8%	-12.9%	0.0%	5.7%
O=C1C(=O)N(Cc2cccnc2)C(c2cccc(F)c2)/C1=C(/O)c1ccc2c(c1)OCO2 (stereo not drawn)	-18.9%	-7.0	-2.9	-9.3%	-1.1%	-3.6%	u	14.5%	9.9%
CCCCCC1CC(CC/C(C)=N/NC(N)=O)C(=O)O1 (stereo not drawn)	i	0.7	-0.6	25.2%	-0.8%	-1.1%	17.4%	-4.8%	5.2%
Nc1cc([N+](=O)[O-])ccc1N1C(=O)CCCC1=O	-16.5%	-9.3	-0.1	10.7%	-0.9%	-12.6%	-29.6%	-7.2%	-3.2%
COCCNc1oc(-c2cccs2)nc1S(=O)(=O)c1ccc(C)cc1	-13.8%	3.4	0.0	3.7%	13.4%	-5.9%	4.2%	-25.8%	1.2%
CCC(C)(C)NC(=O)/C=C/c1cc(OC)c(OC)c(S(=O)(=O)N2CCc3ccccc32)c1	-23.7%	2.3	5.5	21.1%	8.5%	-6.8%	-15.6%	-6.0%	-9.6%
COCc1cc(C)nc(Oc2ccccc2)c1C#N	12.6%	-9.1	-0.7	-6.5%	15.1%	u	-3.8%	2.1%	5.6%
COc1cc(NC(=O)CS(=O)(=O)c2ccc(C)cc2)cc(OC)c1OC	i	1.8	-0.3	10.7%	4.5%	-3.5%	1.6%	5.1%	8.5%
Cc1cc(C)cc(NS(=O)(=O)c2c(C(=O)N3CCCCCC3)c(C)n(C)c2C)c1	-55.2%[inhibitor]	0.3	0.3	-22.2%	8.0%	1.0%	-6.4%	-1.0%	10.0%
COC(=O)c1ccc2nc(-c3ccc(Cl)cc3)c(Cc3cccc(F)c3)n2c1	-25.3%	7.0	-0.6	3.0%	3.5%	1.4%	-0.7%	-15.6%	6.9%
O=C(Nc1nc2c(Br)cc(Br)cc2c(=O)s1)C1CCC1	-11.9%	-13.0	-0.2	16.7%	-3.9%	-23.0%	-10.7%	-8.3%	0.3%
CC(C)(C)NS(=O)(=O)c1ccc(CCC(=O)Nc2ccc3c(c2)OCCO3)cc1	-28.4%	1.4	0.1	-9.6%	-3.5%	-5.5%	-14.7%	-3.5%	-9.9%
CN(NC1OC(=O)c2ccccc21)c1ccc(Cl)cc1[N+](=O)[O-] (stereo not drawn)	i	-7.5	0.1	18.7%	-1.5%	-9.5%	5.0%	-0.2%	0.8%
CCC(=O)Nc1ccc(S(=O)(=O)NC[C@H]2O[C@@H](n3cc(C)c(=O)[nH]c3=O)C[C@@H]2O)cc1	-16.6%	-1.0	0.7	16.6%	9.9%	-10.0%	-7.9%	-1.9%	6.7%
O=C(Nc1ccc2c(c1)CCC2)c1cc(S(=O)(=O)N2CCN(c3ccccc3)CC2)ccc1Cl	i	-4.3	2.5	-22.8%	-12.7%	7.8%&15.9%	-9.8%	12.0%	2.1%
CC(C)C[C@@H](C(=O)NC1CCN(Cc2ccccc2)CC1)N1C(=O)N2CCc3c([nH]c4ccccc34)[C@@]2(C)C1=O	-11.4%	5.7	-0.8	u	0.6%	-4.1%	-24.4%	-14.8%	-10.8%
COc1ccc(C2=NS(=O)(=O)N(C)C(C(=O)Nc3cc(OC)c(OC)c(OC)c3)=C2)cc1	-38.6%[inhibitor]	5.3	-2.4	u	-0.5%	-6.6%	-26.6%	-4.1%	10.4%
COc1ccccc1CNc1ncnc2c1nnn2Cc1ccccc1	i	9.9	-0.8	u	3.2%	1.4%	-0.6%	0.0%	6.5%
Cc1cc(=O)n2nc(N3CCC(C(=O)NCc4cccc(Br)c4)CC3)sc2n1	-13.4%	-0.4	-2.6	-12.0%	-4.1%	3.7%	4.3%	12.6%	8.2%
O=C(/C=C/c1ccco1)NC(=S)N1CCCCC1	i	-13.8	-1.1	20.4%	4.5%	-8.2%	-26.4%	10.2%	5.0%

Two entries from above, comma-delimited.
smiles,PTHR1 ag,PI5P4K alpha inh,IL-2 act,GLP1R inv ag,GLP1R ag,PLK1 PBD block,HEK293 tox,EPAC1 antag,EPAC1 ag
CC(C)C[C@@H](C(=O)NC1CCN(Cc2ccccc2)CC1)N1C(=O)N2CCc3c([nH]c4ccccc34)[C@@]2(C)C1=O,-11.4%,5.7,-0.8,u,0.6%,-4.1%,-24.4%,-14.8%,-10.8%
CN(NC1OC(=O)c2ccccc21)c1ccc(Cl)cc1[N+](=O)[O-] (stereo not drawn),i,-7.5,0.1,18.7%,-1.5%,-9.5%,5.0%,-0.2%,0.8%

The results go on:
SMILES	PTHR1 ag	PI5P4K alpha inh	IL-2 act	GLP1R inv ag	GLP1R ag	PLK1 PBD block	HEK293 tox	EPAC1 antag	EPAC1 ag
CN1C(=O)N(C)C2C1NC(=O)N2C (stereo not drawn)	-29.9%[57.5 µM]	-5.7	0.0	12.4%	4.1%	-1.1%	19.9%	-0.7%	1.1%
NC(=O)c1ccc(NC(=O)CSc2nncn2-c2ccccc2)cc1	i	48.6	-0.7	1.2%	1.3%	-14.3%	0.3%	-21.2%	5.4%
Clc1cccc(Cl)c1CSc1nnc([C@@H]2CCCN2)o1	i	3.2	-0.1	23.3%	9.3%	-1.9%	-4.2%	5.5%	1.4%
CC(=O)c1ccc([N+](=O)[O-])cc1	6.4%	3.9	0.5	17.2%	1.7%	-16.1%	-2.6%	-21.4%	-18.0%
COc1ccc(N(CC(O)CN2CCOCC2)S(=O)(=O)c2ccccc2)cc1 (stereo not drawn)	-23.0%	-1.3	-0.6	7.1%	u	-2.3%	-1.4%	-7.8%	15.3%
O=c1c2cnn(-c3ccccc3)c2ncn1Cc1cccnc1	-61.5%[inhibitor][57.5 µM]	2.1	0.6	17.6%	10.6%	-2.7%	68.7%[activator]	2.9%	-0.7%
O=C(NCCN1CCOCC1)C1CCCN(S(=O)(=O)c2ccc(F)cc2)C1 (stereo not drawn)	-3.9%	0.9	0.5	11.2%	-18.1%	5.6%	-2.5%	6.3%	-3.0%
CCS(=O)(=O)c1ccc2oc(SCC(=O)NCCC3=CCCCC3)nc2c1	-89.0%[inhibitor][57.5 µM]	6.1	0.7	-5.4%	0.1%	-10.4%	17.5%	-21.2%	-5.6%
CC1(C)CC(=O)CC(C2(O)C(=O)N(Cc3ccccc3)c3ccccc32)O1 (stereo not drawn)	i	8.9	-0.8	-9.4%	2.0%	-0.7%	-0.7%	-9.8%	-6.3%
CN(CCc1cnn(C)c1)C(=O)CCc1nnc(CCCc2ccccc2)o1	i	2.1	-3.3	24.5%	2.3%	-9.9%	3.0%	16.8%	5.2%
Cc1cccc(NC(=O)CSc2nc3ccccc3c3nc(CCc4c(C)n[nH]c4C)nn23)c1	-20.7%[57.5 µM]	x	-3.1	u	-16.2%	-1.7%	5.01µM*	-7.1%	-25.0%
CCCCCCCn1c(NC(=O)CC)nc2ccccc21	i	14.1	-2.5	u	11.7%	1.4%	u	6.4%	2.4%
COc1cccc(NC(=O)N(C)C[C@H]2Oc3cc(Br)ccc3S(=O)(=O)N([C@H](C)CO)C[C@H]2C)c1	-20.9%	-8.4	-3.2	3.7%	-0.9%	1.9%	-21.3%	-12.5%	-14.3%
CCOC(=O)C1CCN(S(=O)(=O)c2c[nH]c(=O)[nH]c2=O)CC1	6.5%	-1.9	-2.7	-18.0%	-1.3%	-6.0%	-0.6%	4.1%	0.2%
CCN(CC)S(=O)(=O)c1ccc(/C(O)=C2/C(=O)C(=O)N(CCOC)C2c2ccccc2)cc1 (stereo not drawn)	i	1.1	-1.0	0.6%	12.0%	-8.7%	-2.7%	-4.8%	2.1%
COc1ccc(C2=NOC(C(=O)Nc3cc(C)on3)C2)cc1 (stereo not drawn)	i	-9.7	-0.4	2.6%	13.4%	-3.7%	-3.0%	0.5%	-5.2%
COc1cccc(NC(=O)CN(C)C(=O)c2ccc(N3CCOCC3)c([N+](=O)[O-])c2)c1	i	-2.8	-0.4	17.8%	23.8%	-7.4%	-13.8%	-8.0%	10.1%
O=[N+]([O-])c1cc2ncccc2c2ncccc12	i	1.4	-1.1	3.16µM*	1.9%	0.2%	u	6.5%	13.8%
O=C1c2ccccc2C(=O)N1CC(=O)N1c2ccccc2Sc2ccccc21	-4.6%[57.5 µM]	x	-2.2	4.3%	-4.7%	-1.9%	1.8%	10.0%	-1.3%
COc1cccc(NC(=O)CSc2nnnn2C2CCCC2)c1	-1.7%	7.3	-5.3	-11.4%	13.2%	-5.5%	-4.1%	7.8%	12.0%
CC1(C(=O)NS(=O)(=O)c2ccc(F)cc2F)CCN1C(=O)CC1CCCCC1 (stereo not drawn)	-12.8%	8.3	0.9	15.2%	-0.8%	-3.5%	5.6%	-7.7%	8.8%
Cc1ccc(N(C(=O)c2snc(C(N)=O)c2N)C(C(=O)NCC2CCCO2)c2ccc(C)o2)c(C)c1 (stereo not drawn)	-27.8%	0.0	-0.5	-5.2%	9.9%	-4.0%	-4.5%	-12.8%	8.1%

Some of the compounds tested; rates above refer to the full screens.
